Bioassay records from PubChem BioAssay.
PI5P4Ka inh – blocks human PI5P4K alpha kinase activity; P48426; PI5P4Kalpha enzyme, ADP-Glo luminescence, 60 min; stronger effect = lower value; max response, %; 330,000 compounds, 1.2% hits; AID 652105; active = max response of -50% or lower; inconclusive = between -30% and -50%; inactive = -30% or higher; also: value at the top dose of about 77 µM; % is scaled to controls: 0 for no effect and ±100 for the full control effect
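Single end-point luminescence (ADP-Glo) quantified ADP from PI5P4Kalpha turnover; ATP 5 microM final, 1 h at RT, 0.1% CHAPS and 0.28 mM EGTA in HEPES pH 7.4.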
MmCpn inh – M. maripaludis TRiC chaperonin inhibition | purified Mm-Cpn ATPase, ADP Transcreener TR-FRET | Potency, µM (top dose mostly 76.9 µM), for inactives: top-dose activity, negative = inhibition, hits mostly inhibitors | 330,000 compounds, 0.031% hits | AID 504842; also: potency is read from the fitted curve at half-maximal effect; % is scaled to controls: 0 for no effect and ±100 for the full control effect; nearly all actives have a fitted effect of over 80% in size
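25 nM Mm-CPN + cpd, 10 min 37°C; + 10 uM ATP, 30 min 37°C; buffer 30 mM Tris pH 7.4, 100 mM KCl, 5 mM MgCl2, 1 mM DTT; Transcreener ADP HTRF detection 30 min RT.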
EPAC1 agonist – EPAC1 (human) agonism; O95398; EPAC1 agonist qHTS, biochemical assay; response scale: 100% = response to 6.5 mM cAMP; Potency, µM (doses to about 154 µM), without a hit: at the top dose activation, most hits filed as activators; 360,000 compounds, 0.073% hits; also: potency is read from the fitted curve at half-maximal effect; nearly all actives have a fitted effect of over 60% in size
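Multi-concentration qHTS readout: loss of Rap1B-bound BODIPY-GDP fluorescence driven by 100 nM EPAC1 with excess GDP (50 uM), monitored kinetically at room temperature; agonist response expressed relative to 6.5 mM cAMP.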
EPAC1 antag – antagonists of human EPAC1; EPAC1 GEF assay, Rap1b-BODIPY-GDP exchange fluorescence; 360,000 compounds, 0.14% hits; Potency, µM (doses to about 115 µM), for inactives: at the highest dose activity change, negative = inhibition, actives largely listed as inhibitors; O95398;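 also: potency is read from the fitted curve at half-maximal effect; plate controls were vehicle for no effect and positive control for full effect; nearly all actives have a fitted effect of over 50% in size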
PLK1 PBD inh – blocks phosphopeptide binding to human PLK1 polo-box domain; P53350; Plk1 PBD binding of FITC phosphopeptide, fluorescence polarization; Potency, µM, inactives show max response, negative = inhibition, usual class: inhibitors; 360,000 compounds, 2.8% hits; also: potency is read from the fitted curve at half-maximal effect; series mostly up to about 57 µM; % is scaled to controls: 0 for no effect and ±100 for the full control effect; nearly all actives have a fitted effect of over 65% in size
CCT modulator – cytosolic chaperonin activity modulation. purified chaperonin ATPase assay, HTRF ADP detection, 30 min. activity change, % (test concentration not listed), hits read low. 360,000 compounds, 0.3% hits. AID 651819; in the data active = activity change below about -30%; also: % is scaled to controls: 0 for no effect and ±100 for the full control effect
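First, chaperonin was dispensed at 40 nM or 20 nM final depending on batch activity. Next, compounds were pinned at 76 uM and ATP added at 10 uM. After 30 min at 37 °C, ADP detection reagents ran 30 min at ambient temperature.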
WRN helicase inh – inhibitors of human WRN helicase; Q14191; WRN helicase unwinding, fluorescent forked duplex, kinetic; Potency, µM (highest dose often 114 µM), inactives show at the highest dose activity change, negative = inhibition, usual class: inhibitors; 360,000 compounds, 0.46% hits; also: potency is read from the fitted curve at half-maximal effect; % is scaled to controls: 0 for no effect and ±100 for the full control effect; nearly all actives have a fitted effect of over 55% in size
Target sequence (Q14191 whole entry, looked up): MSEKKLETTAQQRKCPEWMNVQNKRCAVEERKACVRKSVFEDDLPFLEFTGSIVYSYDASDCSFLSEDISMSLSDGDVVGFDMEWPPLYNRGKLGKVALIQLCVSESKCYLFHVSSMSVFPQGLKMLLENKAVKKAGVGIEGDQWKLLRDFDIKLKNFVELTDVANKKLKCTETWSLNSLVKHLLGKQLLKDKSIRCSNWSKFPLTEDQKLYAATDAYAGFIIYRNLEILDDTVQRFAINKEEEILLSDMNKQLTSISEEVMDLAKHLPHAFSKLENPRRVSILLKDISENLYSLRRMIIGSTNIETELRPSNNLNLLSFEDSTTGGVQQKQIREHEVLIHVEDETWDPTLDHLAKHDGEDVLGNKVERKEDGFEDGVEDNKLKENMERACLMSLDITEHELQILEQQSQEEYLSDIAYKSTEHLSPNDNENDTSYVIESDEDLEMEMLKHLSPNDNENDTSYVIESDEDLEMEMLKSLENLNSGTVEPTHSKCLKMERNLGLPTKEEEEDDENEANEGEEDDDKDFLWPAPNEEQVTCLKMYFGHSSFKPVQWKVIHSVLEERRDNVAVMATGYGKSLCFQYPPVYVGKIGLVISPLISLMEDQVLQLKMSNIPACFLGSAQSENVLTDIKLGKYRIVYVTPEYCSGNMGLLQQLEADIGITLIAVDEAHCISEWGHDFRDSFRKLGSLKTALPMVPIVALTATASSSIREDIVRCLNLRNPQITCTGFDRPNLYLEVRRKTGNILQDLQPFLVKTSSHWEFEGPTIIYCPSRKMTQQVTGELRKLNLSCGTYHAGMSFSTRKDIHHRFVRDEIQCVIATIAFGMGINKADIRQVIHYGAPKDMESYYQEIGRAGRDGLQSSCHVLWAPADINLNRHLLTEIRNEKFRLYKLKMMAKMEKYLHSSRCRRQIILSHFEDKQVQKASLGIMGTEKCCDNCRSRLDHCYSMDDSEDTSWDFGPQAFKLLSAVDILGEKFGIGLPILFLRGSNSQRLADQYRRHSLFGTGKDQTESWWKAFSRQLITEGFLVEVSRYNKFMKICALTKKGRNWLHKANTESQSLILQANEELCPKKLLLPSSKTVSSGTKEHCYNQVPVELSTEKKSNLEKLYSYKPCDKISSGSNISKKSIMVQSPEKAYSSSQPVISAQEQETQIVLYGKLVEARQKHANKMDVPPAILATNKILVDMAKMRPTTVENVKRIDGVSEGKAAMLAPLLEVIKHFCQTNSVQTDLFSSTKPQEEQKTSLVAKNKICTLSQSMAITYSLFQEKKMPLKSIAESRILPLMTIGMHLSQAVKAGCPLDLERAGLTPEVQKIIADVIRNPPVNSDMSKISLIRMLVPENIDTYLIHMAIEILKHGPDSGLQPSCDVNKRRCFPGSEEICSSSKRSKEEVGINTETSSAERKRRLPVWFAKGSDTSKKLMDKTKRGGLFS
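WRN at 20 nM final preincubated with compound 15 min at room temperature; reaction started with 100 nM fluorophore/quencher forked duplex oligonucleotide and 2 mM ATP final. Unwinding followed kinetically by red fluorescence (ex 525, em 598 nm).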
EPAC2 antagonist – EPAC2 (human) antagonism; Q8WZA2; AID 720708; EPAC2 GEF exchange of Rap1B-BODIPY-GDP, fluorescence; Potency, µM (series often up to 114 µM), for inactives: at the top dose activity, negative = inhibition, actives largely listed as inhibitors; 360,000 compounds, 0.18% hits; also: potency is read from the fitted curve at half-maximal effect; % is scaled to controls: 0 for no effect and ±100 for the full control effect; nearly all actives have a fitted effect of over 45% in size; many of its hits are not listed in these tables
The depositor's hits bear a star; ? = inconclusive; . = not tested or not shown; [ ] = remark or other dose. Unless noted, calls follow the shape of the dose curve; as a rule, active = well fitted curve in the direction sought with a large enough effect; inconclusive = small, poorly fitted or top-dose-only effect, or another doubt; inactive = no such curve, though single readings can be large; an effect the other way counts as inactive or inconclusive. The list is partial, so the mix of outcomes need not match the whole.

entry	structure	PI5P4Ka inh	MmCpn inh	EPAC1 agonist	EPAC1 antag	PLK1 PBD inh	CCT modulator	WRN helicase inh	EPAC2 antagonist
1	O=C(NCC(=O)N(CCN1CCOCC1)C(C(=O)NC1CCCC1)c1cccnc1)c1cccs1 (centres undefined)	2	1%	7%	1%	-2%	-1.9	-11%	-3%
2	COc1ccccc1-c1c(C(F)(F)F)oc2cc(OC(=O)c3ccccc3[N+](=O)[O-])ccc2c1=O	0	-10%	-3%	-13%	-8%	-0.3	-2%	-4%
3	COc1ccc2nc(NC(=O)C3CCN(S(=O)(=O)c4cnc[nH]4)CC3)sc2c1	0	-5%	-7%	-4%	-7%	1.0	9%[57.1 µM]	3%
4	COc1cccc(NC(=O)c2cc(CN3C(=O)c4ccccc4C3=O)ccc2OC)c1	7	1%	11%	-18%	-1%	0.5	-6%	-2%
5	COc1ccc(S(=O)(=O)Nc2ccc3c(c2)C(=O)N([C@H](C)CO)C[C@H](C)[C@@H](CN(C)S(=O)(=O)c2ccc(OC)cc2)O3)cc1	0	.	-17%	-4%	-21%	-2.7	1%	-25%
6	CC1CCC2(CC1)NC(=O)N(CC(=O)NCc1ccc(F)cc1)C2=O (centres undefined)	2	1%	4%	-15%	-15%	-2.8	-1%	4%
7	COc1ccc(OC)c(C2/C(=C(\O)c3ccc(OC)c(Cl)c3)C(=O)C(=O)N2CCN(C)C)c1 (centres undefined)	4	2%	4%	-3%	-3%	-1.1	-8%[57.1 µM]	-2%
8	O=C(NC1CCCCC1)C(c1ccccn1)N(C(=O)c1csnn1)c1ccccc1F (centres undefined)	0	-7%	-1%	-3%	3%	-1.4	-5%[57.1 µM]	14%
9	CC(C)(CN1CCN(C(c2ccccc2)c2ccccc2)CC1)NS(=O)(=O)c1ccccc1	-10	-3%	-4%	4%	-2%	-3.3	-7%	-2%
10	CC[N+](CC)(CCO)CCCN1C(=O)C2CC=C(Cl)CC2C1=O (centres undefined)	4	0%	8%	-2%	-5%	-1.2	-23%	3%
11	COCCN(C(=O)COC(=O)c1ccccc1Oc1ccccc1)c1c(N)n(Cc2ccccc2)c(=O)[nH]c1=O	1	-1%	-21%	-4%	-15%	0.1	-21%	-11%
12	CCOC(=O)N(NC(=O)C(O)(c1ccccc1)c1ccccc1)c1ccccc1	-5	0%	11%	-13%	-5%	-4.9	-22%	-7%
13	Cc1ccc(C)c(-n2c(-c3csc(C)c3C)n[nH]c2=S)c1	-13	0%	-4%	0%	-10%	0.3	-22%[57.1 µM]	12%
14	COC(=O)c1c(N)[nH]c(C(=O)c2ccccc2)c1-c1ccc(Br)cc1	2	.	3%	14%	-7%	-3.8	-4%	3%
15	COc1nnc(-c2ccc(C)c(S(=O)(=O)NCCO)c2)c2ccccc12	1	1%	0%	-15%	-4%	-8.0	-14%	7%
16	CCOC(=O)C1=C(c2ccccc2)NC(N)=NC1c1ccc(OCc2ccc(Cl)cc2)c(OC)c1 (centres undefined)	-14	2%	3%	-17%	0%	-0.2	3%	-8%
17	CCc1nc2ccc(C(=O)NCCCn3ccnc3)cn2c1N(C)Cc1cc2ccccc2s1	8	.	11%	-10%	-13%	1.3	-6%	?
18	Cc1csc(NC(=O)CSc2nnnn2C)n1	7	-2%	7%	-5%	-13%	0.6	-13%	-9%
19	CCCOC(=O)c1ccc(NC(=O)Oc2ccccc2)cc1	.	1%	6%	0%	-18%	-4.7	0%	-3%
20	Cc1ccc(S(=O)(=O)N2CCCC(C(=O)NCC3CCCO3)C2)cc1 (centres undefined)	3	1%	5%	-6%	-2%	0.8	-4%	3%
21	CCn1c(C)nc2cc(C#N)ccc21	1	2%	5%	-2%	-11%	-6.7	-7%	-4%
22	CC1=NN(C(=O)c2ccc(Cl)cc2)C(O)(c2ccccc2)C1 (centres undefined)	6	2%	-13%	-13%	8%	1.5	-1%[57.1 µM]	1%
23	Cc1cccc(OCC(=O)NNS(=O)(=O)c2ccccc2F)c1	0	-6%	8%	6%	5%	2.5	-6%	-1%
24	C=CCOc1ccccc1CN1CCCC(CCC(=O)N(C)CCc2ccccn2)C1 (centres undefined)	3	3%	4%	0%	-14%	-2.5	-2%	13%
25	COc1ccc(OC)c(C(=O)c2ccc(C(=O)O)cc2)c1	.	5%	6%	0%	-8%	-1.9	1%	3%
26	COc1ccc(OCC(=O)Nc2ccc3c(c2)nc(CN2CCN(C(C)=O)CC2)n3C)cc1	0	2%	-1%	1%	-3%	0.8	-23%	4%
27	Cc1ccc(C(=O)N/C(=C\c2cccs2)C(=O)NCCc2ccccn2)cc1C	-7	-1%	-3%	-21%	?	-4.2	-19%	4%
28	Cc1nn(C2CCS(=O)(=O)C2)c(Cl)c1/C=C/C(=O)OCC(=O)Nc1ccccc1OC(F)F (centres undefined)	10	0%	4%	0%	-9%	-9.5	-1%	-6%
29	Cc1cccc(C(=O)OCC(=O)N2c3ccccc3CC2C)c1C (centres undefined)	4	.	22%	-5%	-9%	-1.6	-6%	2%
30	O=C(Nc1ccc(N2CCOCC2)cc1)Nc1ccc2nsnc2c1	5	0%	-2%	-2%	-13%	-3.0	12%	7%
31	Cc1c(Cl)cccc1NC(=S)NCC(c1cccnc1)N(C)C (centres undefined)	3	-4%	-2%	?	-11%	-2.4	14%	2%
32	COc1cc(C(=O)N(C)C2CCCCC2)cc(OC)c1OC	0	.	-11%	7%	2%	2.7	6%	5%
33	CCC(=O)c1cn(CC(=O)Nc2c(C)cccc2C)c2ccccc12	0	0%	-7%	14%	-1%	-0.1	3%	8%
34	CCOC(=O)C1(CCOc2ccccc2)CCN(Cc2cc(OC)c3c(c2)OCO3)CC1	-2	1%	-1%	10%	6%	0.9	-1%	-1%
35	CCCS(=O)(=O)N1CCCC(C(=O)NCCCOCC)C1 (centres undefined)	-5	1%	2%	6%	3%	-5.9	8%	-5%
36	CCOc1cc(C)c(C(C)C)cc1S(=O)(=O)N1CCN(C)CC1	7	0%	3%	-3%	1%	1.3	-1%	5%
37	COc1ccc(C(=O)C2CCCN(C(=O)Cn3nc(C)cc3C)C2)cc1F (centres undefined)	2	0%	5%	-2%	-9%	-3.2	-1%	-1%
38	Cc1ccc(S(=O)(=O)N2CCOCC2)cc1NC(=O)CN1C(=O)NC(C)(c2ccc(Cl)cc2Cl)C1=O (centres undefined)	3	1%	0%	12%	-13%	2.0	9%	-5%
39	Cn1c(SCC(=O)NCc2ccco2)nnc1-c1c[nH]c2ccccc12	-9	2%	-7%	1%	-1%	1.6	0%	-13%
40	Cc1cccc(OCCCC(=O)Nc2ccc(S(=O)(=O)Nc3onc(C)c3C)cc2)c1C	-2	2%	0%	3%	-8%	-3.7	-22%	-2%
41	COc1ccc(OC)c(/C=N/NC(=O)c2ccc(Cn3cc([N+](=O)[O-])cn3)o2)c1	7	2%	3%	14%	-8%	-1.5	-11%[11.6 µM]	3%
42	CS(=O)c1ccccc1COC(=O)Nc1ccc(Cl)cc1 (centres undefined)	6	-1%	3%	-12%	-6%	-1.2	-7%	-1%
43	Cc1cnc(C(=O)OCC(=O)NC2CCCCC2)cn1	-1	-2%	-4%	12%	-15%	2.0	-10%	13%
44	CCN(CC)CCNC(=O)c1cc2cc(Br)ccc2s1	2	1%	11%	-10%	-18%	1.3	-20%	-6%

Filtered by structure, those above with a Cl atom
entry	structure	PI5P4Ka inh	MmCpn inh	EPAC1 agonist	EPAC1 antag	PLK1 PBD inh	CCT modulator	WRN helicase inh	EPAC2 antagonist
7	COc1ccc(OC)c(C2/C(=C(\O)c3ccc(OC)c(Cl)c3)C(=O)C(=O)N2CCN(C)C)c1 (centres undefined)	4	2%	4%	-3%	-3%	-1.1	-8%[57.1 µM]	-2%
10	CC[N+](CC)(CCO)CCCN1C(=O)C2CC=C(Cl)CC2C1=O (centres undefined)	4	0%	8%	-2%	-5%	-1.2	-23%	3%
16	CCOC(=O)C1=C(c2ccccc2)NC(N)=NC1c1ccc(OCc2ccc(Cl)cc2)c(OC)c1 (centres undefined)	-14	2%	3%	-17%	0%	-0.2	3%	-8%
22	CC1=NN(C(=O)c2ccc(Cl)cc2)C(O)(c2ccccc2)C1 (centres undefined)	6	2%	-13%	-13%	8%	1.5	-1%[57.1 µM]	1%
28	Cc1nn(C2CCS(=O)(=O)C2)c(Cl)c1/C=C/C(=O)OCC(=O)Nc1ccccc1OC(F)F (centres undefined)	10	0%	4%	0%	-9%	-9.5	-1%	-6%
31	Cc1c(Cl)cccc1NC(=S)NCC(c1cccnc1)N(C)C (centres undefined)	3	-4%	-2%	?	-11%	-2.4	14%	2%
38	Cc1ccc(S(=O)(=O)N2CCOCC2)cc1NC(=O)CN1C(=O)NC(C)(c2ccc(Cl)cc2Cl)C1=O (centres undefined)	3	1%	0%	12%	-13%	2.0	9%	-5%
42	CS(=O)c1ccccc1COC(=O)Nc1ccc(Cl)cc1 (centres undefined)	6	-1%	3%	-12%	-6%	-1.2	-7%	-1%
